Screens from PubChem.
OXTR potentiate – human OXTR potentiation; CHO-OTR cells, Fluo-8 calcium fluorescence, potentiator mode; 0% = oxytocin EC15, 100% = EC100; activation, % at 3 µM; actives 0.061% (n = 320,000); P30559; AID 2445;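 active = activation above that plate's cutoff, the mean activation of tested compounds plus 3 SD, cut at about 6.6% in these data, passing the limit was not always enough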;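 also: 100% uses oxytocin at 75 nM as the full agonist control; some results filed as inactive read as strong as hits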
Target sequence (P30559 whole entry, looked up): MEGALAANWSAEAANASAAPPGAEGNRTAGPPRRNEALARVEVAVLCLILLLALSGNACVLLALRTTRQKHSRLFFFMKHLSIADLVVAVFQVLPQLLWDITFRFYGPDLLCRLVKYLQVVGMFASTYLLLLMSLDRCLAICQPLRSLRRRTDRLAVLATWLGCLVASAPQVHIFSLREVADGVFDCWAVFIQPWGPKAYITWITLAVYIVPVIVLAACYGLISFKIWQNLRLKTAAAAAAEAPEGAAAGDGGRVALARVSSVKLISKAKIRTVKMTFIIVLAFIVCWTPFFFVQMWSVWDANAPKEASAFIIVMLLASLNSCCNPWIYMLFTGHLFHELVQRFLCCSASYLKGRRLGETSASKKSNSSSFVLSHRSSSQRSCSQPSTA
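assay system = CHO-OTR cells, human receptor | schedule = compound 6 min at room temperature before oxytocin, 100 s read | detection = Fluo-8 intracellular calcium fluorescence, ex 470-495, em 515-575 nm | evaluation = normalized max/min fluorescence ratio, % activation | control set = EC15 oxytocin alone as 0%, 75 nM oxytocin (EC100) as 100%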
CHRM1 agonist – agonists of human M1 muscarinic receptor | CHO-K1 hM1, Fluo-8 calcium fluorescence, agonist mode; 0% DMSO, 100% acetylcholine EC100 | actives 0.33% (n = 360,000) | activation, % at 3 µM | P11229;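 active = activation above the run's mean compound activation plus 3 SD, cut at about 16% in these data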;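 also: peak over basal fluorescence ratio within a 140 s kinetic read after compound addition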
Target sequence (P11229 whole entry, looked up): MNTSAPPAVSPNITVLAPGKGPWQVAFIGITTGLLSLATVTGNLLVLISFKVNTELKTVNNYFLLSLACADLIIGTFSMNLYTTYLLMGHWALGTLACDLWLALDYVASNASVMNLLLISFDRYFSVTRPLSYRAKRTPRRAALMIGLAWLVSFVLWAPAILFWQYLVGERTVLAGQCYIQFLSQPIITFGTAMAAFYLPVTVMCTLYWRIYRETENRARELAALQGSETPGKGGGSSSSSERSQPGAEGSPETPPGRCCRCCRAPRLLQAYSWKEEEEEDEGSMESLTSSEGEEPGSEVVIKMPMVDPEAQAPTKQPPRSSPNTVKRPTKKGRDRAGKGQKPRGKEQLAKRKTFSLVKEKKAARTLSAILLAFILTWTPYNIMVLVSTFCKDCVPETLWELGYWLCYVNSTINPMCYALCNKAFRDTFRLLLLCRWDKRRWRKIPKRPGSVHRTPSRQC
TAAR1 agonist – agonists of human TAAR1; AID 624467; CHO RD-HGA16 TAAR1, Fluo-8 calcium fluorescence; vehicle wells 0%, saturating PEA agonist 100%; activation, % at 3 µM; Q96RJ0; actives 0.99% (n = 360,000);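 active = activation above the mean activation of all test compounds in the run plus 3 SD, cut at about 38% in these data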
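System: CHO-derived RD-HGA16 cells with stable Gα16 and human TAAR1. Times: 17-24 h plating, Fluo-8 75 min 37 °C, 30 min RT. Measured by: calcium-sensitive Fluo-8 signal, excitation 470-495, emission 515-575 nm. Read-out basis: % activation relative to PEA EC100 response. Control set: DMSO and PEA EC100. Repeats: no replicates (n 1).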
CHO parental Ca – counter-screen: ATP calcium response change in parental CHO cells; parental CHO-K1, ATP-induced calcium, Fluo-8 fluorescence; inhibition, % at 5.6 µM; actives 0.63% (n = 330,000);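 active = inhibition above that plate's mean sample inhibition plus 3 SD, cut at about 26% in these data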;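 also: 0% = ATP-challenged DMSO wells and 100% = DMSO wells without ATP; some compounds past the cut are filed as inactive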
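Test system: parental CHO cells; detection: calcium-sensitive Fluo-8 fluorescence; evaluation: percent inhibition of calcium signal; also added: ATP as calcium-mobilizing challenge; repeats: one well per compound; control set: ATP-challenged DMSO wells low, unchallenged DMSO wells high; compound: single nominal dose of 5.6 µM per compound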
M1 ag parental – nonselective activator or artifact in parental CHO-K1 cells. Fluo-8 calcium fluorescence; scaled to maximal ATP response, vehicle zero. activation, % at 3 µM. actives 0.48% (n = 360,000). AID 602248; in the data active = activation above about 15%;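 also: untransfected CHO-K1 host cells lacking M1 receptor as counterscreen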
TAAR1 antag – antagonists of human TAAR1; CHO RD-HGA16 TAAR1, Fluo-8 calcium fluorescence, antagonist; inhibition, % at 3 µM; actives 1.5% (n = 360,000); AID 624466;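 active = inhibition above a per-plate cutoff, the mean inhibition of test compounds on that plate plus 3 SD, cut at about 49% in these data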;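 also: 0% = DMSO plus EC80 beta-PEA response and 100% = DMSO alone without agonist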
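Material: RD-HGA16 CHO cells with stable hTAAR1 and Gα16; Dosing: single nominal final test compound concentration of 3 µM; Schedule: seeding 17-24 h prior, 75-min 37 °C, 30-min RT dye loading; Detection: kinetic Fluo-8 calcium fluorescence measurement; Measure: % inhibition from peak post-agonist over basal fluorescence ratio; Benchmarks: vehicle and agonist controls.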
M1 PAM parental – counter-screen for M1 PAMs: effect in parental CHO-K1 cells. ATP EC20, Fluo-8 calcium fluorescence; 0% at ATP EC20, 100% at ATP max. activation, % at 3 µM. actives 0.02% (n = 360,000). AID 602247;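 active = activation above the run cutoff, the mean activation of all test compounds plus 3 SD, cut at about 40% in these data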;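 also: peak over basal fluorescence ratio in a 140 s read after ATP addition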
CHO-K1 Ca antag – counter-screen for M1 antagonists: effect in parental CHO-K1 cells. ATP-induced calcium, Fluo-8 fluorescence. inhibition, % at 3 µM. actives 0.6% (n = 360,000);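 active = inhibition above a per-plate cutoff, the plate's mean sample inhibition plus 3 SD, cut at about 24% in these data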;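 also: 0% = DMSO plus EC80 ATP and 100% = DMSO alone without ATP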
V1R ag counter – counter-screen for oxytocin receptor agonists: human V1a receptor agonists; P37288; CHO-V1R cells, Fluo-8 calcium fluorescence, agonist mode; 0% DMSO, 100% 3 nM vasopressin; actives 0.25% (n = 320,000); activation, % at 3 µM;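 active = activation above the mean activation of all tested compounds plus 3 SD, per screening run, cut at about 20% in these data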;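 also: signal is peak over basal fluorescence ratio across a 100 second FLIPR read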
* hit, by the source's call; · = no result given.

1	CCSc1nc2c(c(=O)[nH]c(=O)n2C)n1CC(O)COc1ccccc1C (configuration not stated)
2	Cc1ccc(-n2c(Cc3cccn3C)nnc2SCC(=O)Nc2cc(C)on2)cc1
3	CN(C)C(=O)CSc1n[nH]c(-c2ccco2)n1
4	Nn1c(SCC(=O)NC2CCS(=O)(=O)C2)nnc1-c1cccs1 (configuration not stated)
5	CC1CN=C(N(C(=O)Nc2ccccc2)c2ccc(F)cc2)S1 (configuration not stated)
assay / compound	1	2	3	4	5
OXTR potentiate	-4	-1	-2	0	-3
CHRM1 agonist	-3	1	-5	-3	-8
TAAR1 agonist	19	11	0	0	2
CHO parental Ca	-6	-9	-9	-6	7
M1 ag parental	2.8	1.1	-0.2	0.9	0.3
TAAR1 antag	19	-35	-1	-13	-20
M1 PAM parental	13	23	0	-10	7
CHO-K1 Ca antag	-1	-27	5	-5	2
V1R ag counter	1.0	1.0	0.4	0.8	0.6

6	Cc1ccc(Cn2c(C)c(C(=O)NCc3ccc4c(c3)OCO4)sc2=O)cc1
7	COc1ccc2c(c1)CCC1=C2NC(=S)NC1c1ccc(N(C)C)cc1 (configuration not stated)
8	O=C1c2ccccc2C(=O)N1CCCCSc1nc2ccccc2c(=O)n1CCCN1CCOCC1
9	O=C(O)c1ccc(Nc2nc3ccc(Cl)cc3[nH]2)cc1
10	C/C(Cl)=C/Cn1c(SCc2ccc(Cl)cc2)nc2c1c(=O)[nH]c(=O)n2C
assay / compound	6	7	8	9	10
OXTR potentiate	·	-5	-3	-4	·
CHRM1 agonist	2	-8	-12	-3	-3
TAAR1 agonist	3	-1	8	9	14
CHO parental Ca	·	-21	-35	3	·
M1 ag parental	3.7	0.0	4.8	-0.6	0.4
TAAR1 antag	10	-39	19	-23	-7
M1 PAM parental	21	10	3	5	16
CHO-K1 Ca antag	-1	-14	-1	-7	-11
V1R ag counter	·	-0.5	-0.6	0.1	·

11	CCC(c1nnc(SCC(=O)Nc2c(F)cccc2F)n1Cc1ccccc1)N(C)C (configuration not stated)
12	Cc1ccc(NC(=O)COC(=O)CN2C(=O)NC3(CCCC3)C2=O)cc1F
13	O=Cc1cc2c(cc1[B-](F)(F)F)OCO2
14	CC(=O)Nc1ccc(SCCN2CC[C@@H](C(C)(C)C)CCC2=O)cc1
15	COc1ccccc1N(CC(=O)NC(C)(C)C)C(=O)CCC(=O)Nc1ccccn1
assay / compound	11	12	13	14	15
OXTR potentiate	-5	-10	·	1	·
CHRM1 agonist	-2	7	-1	0	-3
TAAR1 agonist	1	5	1	8	6
CHO parental Ca	0	-18	·	-23	·
M1 ag parental	0.3	6.4	0.4	0.8	-0.2
TAAR1 antag	3	-29	-12	10	-18
M1 PAM parental	-9	-2	13	9	15
CHO-K1 Ca antag	-3	-3	-12	-16	-1
V1R ag counter	1.8	6.9	·	1.3	·

16	CCOC(=O)c1c(C)[nH]c(C(=O)Nc2ccc(NC(C)=O)cc2)c1C
17	CCCCC(=O)NC(=S)Nc1nnn(CCC)n1
18	O=C1c2ccccc2NC(c2ccccc2)N1CCCN1CCOCC1 (configuration not stated)
19	COc1ccc(CSc2nc3ccccc3c(=O)[nH]2)cc1F
20	CCOC(=O)c1c(C)[nH]c(C(=O)/C(C#N)=C/c2ccc(OC)c(OC)c2)c1C
assay / compound	16	17	18	19	20
OXTR potentiate	-4	-1	-5	-10	-8
CHRM1 agonist	0	-5	-3	0	-5
TAAR1 agonist	13	2	7	16	8
CHO parental Ca	-19	11	-14	-9	-14
M1 ag parental	1.1	0.7	5.4	8.8	1.4
TAAR1 antag	-5	-9	-23	50*	-27
M1 PAM parental	22	4	8	10	19
CHO-K1 Ca antag	-11	-8	-11	-6	-11
V1R ag counter	-0.1	0.5	3.5	1.1	0.2

A second format for 10 compounds above.
Every second line gives: OXTR potentiate, CHRM1 agonist, TAAR1 agonist, CHO parental Ca, M1 ag parental, TAAR1 antag, M1 PAM parental, CHO-K1 Ca antag, V1R ag counter
[1] CCSc1nc2c(c(=O)[nH]c(=O)n2C)n1CC(O)COc1ccccc1C (configuration not stated)
 : -4, -3, 19, -6, 2.8, 19, 13, -1, 1.0
[2] Cc1ccc(-n2c(Cc3cccn3C)nnc2SCC(=O)Nc2cc(C)on2)cc1
 : -1, 1, 11, -9, 1.1, -35, 23, -27, 1.0
[3] CN(C)C(=O)CSc1n[nH]c(-c2ccco2)n1
 : -2, -5, 0, -9, -0.2, -1, 0, 5, 0.4
[4] Nn1c(SCC(=O)NC2CCS(=O)(=O)C2)nnc1-c1cccs1 (configuration not stated)
 : 0, -3, 0, -6, 0.9, -13, -10, -5, 0.8
[5] CC1CN=C(N(C(=O)Nc2ccccc2)c2ccc(F)cc2)S1 (configuration not stated)
 : -3, -8, 2, 7, 0.3, -20, 7, 2, 0.6
[6] Cc1ccc(Cn2c(C)c(C(=O)NCc3ccc4c(c3)OCO4)sc2=O)cc1
 : ·, 2, 3, ·, 3.7, 10, 21, -1, ·
[7] COc1ccc2c(c1)CCC1=C2NC(=S)NC1c1ccc(N(C)C)cc1 (configuration not stated)
 : -5, -8, -1, -21, 0.0, -39, 10, -14, -0.5
[8] O=C1c2ccccc2C(=O)N1CCCCSc1nc2ccccc2c(=O)n1CCCN1CCOCC1
 : -3, -12, 8, -35, 4.8, 19, 3, -1, -0.6
[9] O=C(O)c1ccc(Nc2nc3ccc(Cl)cc3[nH]2)cc1
 : -4, -3, 9, 3, -0.6, -23, 5, -7, 0.1
[10] C/C(Cl)=C/Cn1c(SCc2ccc(Cl)cc2)nc2c1c(=O)[nH]c(=O)n2C
 : ·, -3, 14, ·, 0.4, -7, 16, -11, ·

(list continues)
21	O=C(Nc1cccc(O)c1)c1ccccc1
22	COc1ccc(CN2CCN(Cc3ccco3)CC2)cc1OC
23	Cc1csc(NC(=O)c2ccco2)n1
24	CCOC1=NN(c2ccc(Cl)cc2)C(=O)/C1=C\N(C)C
25	O=C(Cn1cc(C(=O)C(=O)N2CCOCC2)c2ccccc21)Nc1cccc(C(F)(F)F)c1
assay / compound	21	22	23	24	25
OXTR potentiate	-7	-10	-24	-2	·
CHRM1 agonist	-4	-3	0	-6	0
TAAR1 agonist	12	-1	-3	3	6
CHO parental Ca	1	-18	2	-2	·
M1 ag parental	-0.2	0.5	0.5	0.1	1.1
TAAR1 antag	10	-24	4	17	6
M1 PAM parental	0	16	14	17	1
CHO-K1 Ca antag	6	-7	0	-7	0
V1R ag counter	-0.6	1.2	0.0	0.2	·

26	Cn1ccc2c(N3CCC3)cc3c(c21)C1CCC3O1 (configuration not stated)
27	CCCCn1c(N)c(N(CCOC)C(=O)c2ccc(S(=O)(=O)N3CCC(C)CC3)cc2)c(=O)[nH]c1=O
28	CC(C)c1ccc(-n2cccc2/C=C2/C(=N)N3C=CSC3=NC2=O)cc1
29	O=C(Nc1ccc(F)cc1)C1CC(=O)n2c(nc3ccccc32)N1 (configuration not stated)
30	O=C(Nc1ccc2c(c1)CCC2)C1CCN(c2ncccn2)CC1
assay / compound	26	27	28	29	30
OXTR potentiate	·	3	-15	-3	-4
CHRM1 agonist	-7	-1	-2	-5	-6
TAAR1 agonist	0	1	5	7	8
CHO parental Ca	·	-5	-21	0	-11
M1 ag parental	0.3	0.3	2.6	0.7	1.4
TAAR1 antag	-14	-12	37	-16	-12
M1 PAM parental	-3	-6	-12	25	15
CHO-K1 Ca antag	16	4	7	-12	-9
V1R ag counter	·	-0.4	0.3	-0.2	-0.9

31	Cc1ccc(C)c(N2CCN(C(=S)NC3CCCCC3)CC2)c1
32	Cc1cc(N)n(-c2ncnc3scc(-c4ccccc4)c23)n1
33	Cc1c(C(=O)O)cccc1-n1c(C)cc(/C=N/Nc2ccc([N+](=O)[O-])cn2)c1C
34	O=C1NC(=O)C(CC(=O)N(Cc2ccco2)C2(C(=O)NC3CCCC3)CCCCC2)N1 (configuration not stated)
35	CC(=O)c1cccc(NC(=O)c2onc(C)c2Cl)c1
assay / compound	31	32	33	34	35
OXTR potentiate	0	-6	-2	-13	-5
CHRM1 agonist	-4	-4	-3	-5	-2
TAAR1 agonist	1	9	-1	4	1
CHO parental Ca	-9	-16	-13	-9	-3
M1 ag parental	1.0	0.0	1.2	0.3	0.1
TAAR1 antag	1	0	-17	1	-16
M1 PAM parental	22	11	4	4	11
CHO-K1 Ca antag	-8	0	1	-6	-4
V1R ag counter	1.6	0.3	0.4	0.1	1.1

36	CCCCCC(=O)Nc1cc(S(=O)(=O)N2CCOCC2)ccc1N1CCCCC1
37	Cc1cc(C)n(-c2nc3ccccc3c3nc(C)nn23)n1
38	O=C(N/N=C/C=C\c1cccc([N+](=O)[O-])c1)c1ccccn1
39	COC(=O)/C(C#N)=C(/Nc1ccc(F)c(Cl)c1)C(F)(F)F
40	COc1ccc(Nc2nc(C)c(C(C)=O)s2)cc1
41	CCN(Cc1nc2cc(Cl)ccc2c(=O)[nH]1)C(=O)c1cccc(OCc2c(C)noc2C)c1
42	CCN(CC)S(=O)(=O)c1cc(Br)ccc1OC
43	COc1ccc(C(=O)N2CCC2(C)C(=O)O)cc1F (configuration not stated)
assay / compound	36	37	38	39	40	41	42	43
OXTR potentiate	7	-7	-11	-4	·	-7	-3	·
CHRM1 agonist	-6	1	-6	-4	-9	-8	-5	-1
TAAR1 agonist	-3	0	1	3	-2	2	2	0
CHO parental Ca	-15	0	-2	-3	·	-16	-15	·
M1 ag parental	4.0	0.4	0.8	0.1	-0.4	0.7	0.1	0.2
TAAR1 antag	0	-9	8	-19	-22	-12	2	-11
M1 PAM parental	-7	-10	12	-10	12	-1	20	5
CHO-K1 Ca antag	4	22	1	-2	-21	-22	-13	-3
V1R ag counter	-1.5	0.9	1.4	1.2	·	3.8	-0.7	·
